OX1R antag: OX1R (HCRTR1) antagonists, primary screen, fluorescence, CHO/OX1R cells, Fluo-8 calcium, orexin A. Orexin/Hypocretin receptor type 1 (Homo sapiens), O43613. Fluo-8 calcium fluorescence. inhibition, % at 5 µM. hit rate 0.43% among 330,000;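 active = inhibition above its plate's threshold, mean inhibition of all tested compounds on the plate plus 3 SD, cut at about 37% in these data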;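 also: 0% = orexin A challenge wells and 100% = SB-334867-A antagonist wells; not every result past the cut was called active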
Target sequence (O43613 whole entry, looked up): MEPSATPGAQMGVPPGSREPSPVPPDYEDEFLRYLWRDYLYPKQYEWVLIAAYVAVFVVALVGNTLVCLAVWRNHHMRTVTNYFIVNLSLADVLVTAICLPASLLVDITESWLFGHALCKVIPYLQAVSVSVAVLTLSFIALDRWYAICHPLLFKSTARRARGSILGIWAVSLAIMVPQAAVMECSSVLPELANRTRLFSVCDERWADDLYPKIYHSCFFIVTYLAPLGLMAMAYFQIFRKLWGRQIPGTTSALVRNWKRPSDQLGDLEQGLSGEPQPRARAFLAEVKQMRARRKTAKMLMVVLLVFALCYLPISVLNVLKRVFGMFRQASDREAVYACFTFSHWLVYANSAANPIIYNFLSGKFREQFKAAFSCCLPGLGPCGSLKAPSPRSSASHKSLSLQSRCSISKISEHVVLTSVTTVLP
CHT allo act: CHT positive allosteric modulators, primary screen, cell-based, membrane potential dye, choline EC20; High affinity choline transporter 1 (Homo sapiens), Q9GZV3; CHT-expressing cells; hits give high values; LV-AA mutant CHT in HEK293 cells; B-score at 10 µM; hit rate 0.49% among 310,000;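 active = initial fluorescence not abnormally high and integrated response B-score, plate-corrected, over 3 SD above library mean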
Target sequence (Q9GZV3 whole entry, looked up): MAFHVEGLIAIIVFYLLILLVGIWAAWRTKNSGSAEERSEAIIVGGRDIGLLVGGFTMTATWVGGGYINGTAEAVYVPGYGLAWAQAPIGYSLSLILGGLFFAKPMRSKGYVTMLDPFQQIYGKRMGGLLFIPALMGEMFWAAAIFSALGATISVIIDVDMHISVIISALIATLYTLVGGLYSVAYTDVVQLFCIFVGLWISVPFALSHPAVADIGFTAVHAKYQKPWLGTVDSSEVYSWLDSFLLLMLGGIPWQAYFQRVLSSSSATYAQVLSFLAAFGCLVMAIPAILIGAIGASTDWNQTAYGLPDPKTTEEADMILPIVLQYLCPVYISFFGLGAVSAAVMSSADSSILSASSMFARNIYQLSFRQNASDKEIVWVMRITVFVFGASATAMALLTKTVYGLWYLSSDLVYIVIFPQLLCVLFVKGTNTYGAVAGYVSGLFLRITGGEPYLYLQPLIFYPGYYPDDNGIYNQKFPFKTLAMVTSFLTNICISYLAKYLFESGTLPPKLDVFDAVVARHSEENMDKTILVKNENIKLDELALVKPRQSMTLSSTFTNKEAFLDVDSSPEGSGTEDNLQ
Numbers without * were called inactive; i = inactive; / = no result given.

SMILES	OX1R antag	CHT allo act
O=C(NCC1COc2ccccc2O1)C1CCC(CNc2c(N3CCCCC3)c(=O)c2=O)CC1 (configuration not stated)	-14	i
COC(=O)[C@@]12CCCCN1[C@H](c1ccc(SC3CCCCC3)c(OC)c1)[C@@H]1C(=O)N(C)C(=O)[C@@H]12	-23	i
CCCCn1c(N)c(N(CCOC)C(=O)c2ccc(-c3ccc([N+](=O)[O-])cc3)o2)c(=O)[nH]c1=O	0	i
Cc1ccc(S(=O)(=O)N2CCN(C(=O)CCN3C(=O)c4ccccc4C3=O)CC2)cc1C	-32	i
COc1ccc(C(=O)Nc2cccc(-c3ccc(N4CCOCC4)nn3)c2)cc1OC	-27	i
Cc1ccc2nc(N3CCN(S(=O)(=O)c4ccc5c(c4)OCCO5)CC3)c(C#N)cc2c1	-13	i
O=C(Oc1coc(CSc2nnc(NC(=O)c3cccs3)s2)cc1=O)c1ccccc1	-3	i
O=C(COc1ccccc1)NCC1(N2CCCCC2)CCCCC1	-40	i
O=C(O)CCCC(=O)OCCCCc1cccs1	-9	i
Cc1ccc2nc(NCc3ccc(F)cc3)c3nncn3c2c1	-16	i
c1ccc(-c2cc(-c3ccccc3)n3ncnc3n2)cc1	-9	i
Cc1cc(NC(=O)c2ccccc2F)n(-c2nc3ccccc3[nH]2)n1	-23	i
Cc1ccc(N=Cc2cc3c(cc2O)OC(N)=C(C#N)C3c2ccccc2)cc1 (configuration not stated)	-9	i
Cc1ccc2[nH]c(C(=O)N3CCCCC3)cc2c1	-12	i
CCOC(=O)C1=C(N)Oc2cc(O)ccc2C1c1cccnc1 (configuration not stated)	-9	i
CC(=O)NC1CCCN(O)C(=O)/C=C(\C)CCOC(=O)C(NC(C)=O)CCCN(O)C(=O)/C=C(\C)CCOC(=O)C(NC(C)=O)CCCN(O)C(=O)/C=C(\C)CCOC1=O (configuration not stated)	2	i
CCOC(=O)CC(NC(=O)c1cc2cccc(OC)c2oc1=O)c1cccc([N+](=O)[O-])c1 (configuration not stated)	-17	i
O=C(c1ccccc1-c1ncc[nH]1)N1CCc2c([nH]c3ccccc23)C1c1ccccn1 (configuration not stated)	-21	i
Cc1nccn1CCCNC(=O)c1nc(Cn2cc([N+](=O)[O-])cn2)no1	6	i
CCn1nnnc1NC(=O)c1cccc(OC)c1	-6	i
Cc1cc(C)c2c(NC(=S)NC(=O)c3ccccc3)nn(C)c2n1	-11	i
CC(C)CC1NC(=O)N(CC(=O)Nc2cc([N+](=O)[O-])ccc2F)C1=O (configuration not stated)	0	/
COc1cc(C(=O)NC(C)c2cnn(-c3ccccc3C)c2C)cc(OC)c1OC (configuration not stated)	-15	i
Cc1ccc2nc(SCCC(=O)O)cc(C)c2c1	-9	i
CCn1c(CNc2ccccc2Cl)nnc1SCC(=O)OC1CCCCC1	11	i
Cc1ccc(S(=O)(=O)N2CCN(CC(=O)N/N=C/c3ccc(C)o3)CC2)cc1	-24	i
Cc1ccc2cc(C(c3nnnn3C3CCCC3)N(Cc3ccco3)Cc3cccs3)c(=O)[nH]c2c1 (configuration not stated)	-28	i
COC(=O)c1ccc(CSc2nnc(-c3ccccc3)n2C)o1	-7	i
Cc1cc(C)c2cc(C(=O)Nc3ccc(C)c(F)c3)[nH]c2c1	/	i
FC(F)(F)c1cc(-c2ccco2)nc(NCc2cccnc2)n1	-36	i
COc1ccc(NS(=O)(=O)c2cn(C)cn2)c(OC)c1	5	i
Cc1cc(C)cc(Oc2nc(-c3ccccc3)cc(C)c2S(C)(=O)=O)c1	-32	i
COC(=O)c1ccc(OC)c(CSc2nnc(COc3ccccc3)o2)c1	-16	i
CCN1CCN(c2ccc(S(=O)(=O)N3CCCCC3)cc2NC(=O)c2cccc(C(F)(F)F)c2)CC1	-15	i
O=C(CCN1C(=O)/C(=C/c2ccccc2Cl)SC1=S)NCCc1ccc(O)cc1	-35	i
COc1ccc(NC(=O)CN2CCN(S(=O)(=O)c3cccs3)CC2)cc1Cl	1	/
CCNC(=O)Cc1c(OC)ccc2cc(Br)ccc12	-18	i
O=C1C(=O)N(CCN2CCOCC2)C(c2ccccn2)/C1=C(/O)c1ccccc1 (configuration not stated)	-5	i
Cc1nn(C(C)C)c(C)c1CN1CCN(Cc2ccsc2)C(CCO)C1 (configuration not stated)	2	i
O=C(Nc1ccc(F)cc1)NC1CCCc2ccccc21 (configuration not stated)	-20	i
CCC(C)(C)NC(=O)/C=C/c1ccccc1[N+](=O)[O-]	-6	i
CCCCn1c(=O)[nH]c(=O)c2c1ncn2Cc1ccco1	-16	i
O=C(COc1coc(CN2CCc3ccccc3C2)cc1=O)Nc1ccc(F)cc1	-32	i
COC(=O)c1ccc(N2CCN(C)CC2)c(NC(=O)c2ccc(-c3ccc(Cl)cc3)o2)c1	-4	i
C/C(CC1CC(COCC(C)C)OC1=O)=N\Nc1nc(-c2ccccc2)cs1 (configuration not stated)	-20	i

Compound profiles, from the list above. Order of screens: OX1R antag	CHT allo act
Cc1cc(C)cc(Oc2nc(-c3ccccc3)cc(C)c2S(C)(=O)=O)c1 is listed as -32	i
O=C(CCN1C(=O)/C(=C/c2ccccc2Cl)SC1=S)NCCc1ccc(O)cc1 is listed as -35	i

Six structures already listed, arranged by number of heavy atoms, ascending.
SMILES	OX1R antag	CHT allo act
O=C(O)CCCC(=O)OCCCCc1cccs1	-9	i
O=C(COc1ccccc1)NCC1(N2CCCCC2)CCCCC1	-40	i
Cc1nccn1CCCNC(=O)c1nc(Cn2cc([N+](=O)[O-])cn2)no1	6	i
COC(=O)c1ccc(OC)c(CSc2nnc(COc3ccccc3)o2)c1	-16	i
O=C(c1ccccc1-c1ncc[nH]1)N1CCc2c([nH]c3ccccc23)C1c1ccccn1 (configuration not stated)	-21	i
O=C(NCC1COc2ccccc2O1)C1CCC(CNc2c(N3CCCCC3)c(=O)c2=O)CC1 (configuration not stated)	-14	i

(continued)
SMILES	OX1R antag	CHT allo act
CCn1c(C)cc(/C=C2\NC(=O)N(CC(=O)Nc3cccc(C)c3)C2=O)c1C	6	i
Cc1cc(C)cc(N=C(NO)c2cccc([N+](=O)[O-])c2)c1	-18	i
COC(=O)c1sccc1NC(=O)/C=C/c1ccc(Cl)cc1	-28	i
CCOC(=O)C1CCN(c2ccccc2CN2CCN(c3ccccc3OCC)CC2)CC1	-27	i
Cc1ccc(Cl)cc1N1CCN(C(=O)c2cc3c(=O)n(C)c4ccccc4c3n2C)CC1	-42	i
COc1ccc(C(=O)NCc2cn3cccc(C)c3n2)cc1OC	-25	i
COc1ccc(-n2c(=O)/c(=C\c3cccs3)s/c2=C(/C#N)C(=O)NCCN2CCOCC2)cc1	-18	i
O=C(Nc1ccc2c(c1)OCCO2)C1CCCN(S(=O)(=O)Cc2ccccc2)C1 (configuration not stated)	-18	i
COc1cc2c(cc1OC)C(c1ccccc1)N(S(C)(=O)=O)CC2 (configuration not stated)	-17	i
CCOC(=O)c1c[nH]c2c(C)ccc(Cl)c2c1=O	-14	i
CCC(C)(C)NC(=O)C(c1ccccn1)N(C(=O)c1csnn1)c1ccc(C)c(C)c1 (configuration not stated)	-40	i
O=C(NCCOc1ccccc1F)C1CCC(=O)N(CCc2cccc(F)c2)C1 (configuration not stated)	-38	i
CCOC(=O)N1CCN(CC(=O)c2ccc(O)c(C)c2O)CC1	-2	i
O=S(=O)(Nc1cccc(S(=O)(=O)N2CCOCC2)c1)c1ccc(Cl)s1	-17	i
COc1ccccc1N(CC(=O)NCCSCc1ccc(Cl)cc1)S(C)(=O)=O	-27	i
COc1ccccc1CN1CC(C(=O)NCc2cccc(C)n2)CCC1=O (configuration not stated)	-15	i
CC1CCCCN1C(=O)COc1ccc(F)cc1 (configuration not stated)	-7	i
CCSc1nc2ccccc2n1C(=O)c1ccc(S(=O)(=O)N2CCCCC2)cc1	-1	i
Cc1ccc(S(=O)(=O)N2CCCCC2)cc1NC(=O)Cn1ncc(Cl)c(Cl)c1=O	10	/
C=C(C)CNC(=S)N/N=C/C1=CCC2CC1C2(C)C (configuration not stated)	-8	i
Cc1ccccc1Oc1nc2ccccn2c(=O)c1/C=C(\C#N)C(=O)Nc1c(C)n(C)n(-c2ccccc2)c1=O	-9	i
O=C(COc1ccc(C(=S)N2CCOCC2)cc1)Nc1ccccc1C(F)(F)F	-6	i
Cc1ccccc1-c1noc(CCC(=O)NCCc2ccccc2)n1	-9	i
Cc1ccc(OCCC(=O)Nc2ccc(S(=O)(=O)Nc3nccs3)cc2)cc1	6	/
COc1cccc(NC(=S)N2CCN(C/C=C/c3ccccc3)CC2)c1	-32	i
Cc1ccc(CNC(=O)CO/N=C/c2ccc3c(c2)OCO3)cc1	-33	i
O=C(O)CSc1nnc(Nc2ccccc2)n1-c1ccccc1	-9	i
O=S(Cc1ccc(Cl)cc1)c1ncc(CO)n1Cc1ccccc1 (configuration not stated)	-25	i
COc1ccc(NC(=O)Cc2ccc(C)c(C)c2)cc1Cl	-21	i
Cc1ccccc1NC(=O)CCCSc1nc2ccccc2s1	-28	i

Retrieved by structure from the entries so far, 2 records:
SMILES	OX1R antag	CHT allo act
O=S(Cc1ccc(Cl)cc1)c1ncc(CO)n1Cc1ccccc1 (configuration not stated)	-25	i
COc1cccc(NC(=S)N2CCN(C/C=C/c3ccccc3)CC2)c1	-32	i

Next records:
SMILES	OX1R antag	CHT allo act
COC(=O)c1[nH]c2ccccc2c1NC(=O)CN1CC(C)OC(C)C1 (configuration not stated)	-18	i
CC12CCC(=O)N1C(C(=O)OCC(=O)Nc1cccc(S(=O)(=O)N3CCCCCC3)c1)CS2 (configuration not stated)	-9	i
O=C1C(=O)N(CCCn2ccnc2)C(c2ccc([N+](=O)[O-])cc2)/C1=C(\O)c1ccc2c(c1)OCCO2 (configuration not stated)	-13	/
COc1cc(NC(=O)c2ccc(Cl)cc2Cl)ccc1NC(=O)c1cccs1	-48	i
O=C(CSc1nncc2ccccc12)N1CCCCC1	-7	i
CC(C)CCNC(=O)C1(O)c2ccccc2NC(=O)N1c1ccc(Cl)cc1 (configuration not stated)	-14	i
O=C(C1CCC(=O)N1C1CCCCC1)N1CCN(c2ccc(F)cc2)CC1 (configuration not stated)	-5	i
CCOc1ccc(S(=O)(=O)N(CC(=O)O)c2ccccc2)cc1	-11	i
Nc1c(-c2ccccc2)c(CN2CCOCC2)nn1-c1ccc(C(=O)O)cc1	6	i
CCCCCOC(=O)CSc1n[nH]c(=O)[nH]c1=O	3	i
COc1ccc(C2CC(=O)c3cnc(NC(=O)c4ccccc4OC)nc3C2)c(OC)c1 (configuration not stated)	-24	i
Cc1ccc(/C=C/S(=O)(=O)NCC(=O)OCC(=O)NCc2ccccc2)cc1	-1	i
NC(=O)c1cc(C(=O)c2ccccc2Cl)c[nH]1	7	i
c1ccc2c(OCCCCN3CCCC3)cccc2c1	-24	i
CCCCCC1CC(CC(=O)Nc2ccc([N+](=O)[O-])cc2)C(=O)O1 (configuration not stated)	-13	i
COc1ccccc1N1CCN(S(=O)(=O)CCNC(=O)C2CC2)CC1	-21	i
O=C(CCSc1ccccc1)NCCN1CCOCC1	-3	i
Cc1ccc(Cl)c(OCC(=O)Nc2sc(C)c(C)c2C#N)c1	-11	i
CC1CCN(S(=O)(=O)c2ccc(N/N=C(/C#N)C(N)=O)cc2)CC1	-17	i
CC(C)c1ccc(N=C(N)N=C(N)N)cc1	2	i
Cc1sc2nc(C)n(/N=C/c3ccc(O)cc3O)c(=O)c2c1C	-4	i
O=C(/C=C/c1ccncc1)c1cc(Cl)ccc1O	-21	i
COc1ccc(OC)c(-c2cc(C(=O)N3CCN(c4ncccn4)CC3)c3ccccc3n2)c1	-23	i
Cc1noc(C)c1COC(=O)c1ccc(F)c(S(=O)(=O)N2CCOCC2)c1	-27	/
COc1cc(/C=C2\C(=N)N3N=C(S(=O)(=O)CC(C)C)SC3=NC2=O)ccc1OC(=O)c1ccco1	9	i
Cc1cccc(CNC(=O)C2CCC(=O)N(C3CCCC3)C2)c1 (configuration not stated)	-20	i
CC(C)N1CCN(Cc2ccccc2-c2ccco2)CC1CCO (configuration not stated)	-19	i
COc1ccc(CN2CCCCCC2)cc1OC	-9	i
O=C(CSc1nc(O)cc(=O)n1-c1ccccc1)NCc1ccccc1	-2	i
Cc1ccc(-c2ccc(C3C(C#N)=C(N)Oc4n[nH]c(C)c43)o2)cc1 (configuration not stated)	8	i
Cc1c(Cl)cccc1NS(=O)(=O)c1cn(C)c(=O)n(C)c1=O	-11	i
COc1ccc(C(=O)Nc2cc([N+](=O)[O-])ccc2N2CCN(C)CC2)cc1	-22	i
COc1cc(OC)c(NC(=O)c2ccccc2F)cc1Cl	30	i
COc1cc2c(cc1OC)CN(CC(=O)Nc1ccc3c(c1)OCO3)CC2	-12	i
Cn1c(=O)c2ncn(CC(=O)N=Nc3c(O)[nH]c4ccccc34)c2n(C)c1=O	-4	i
Cc1ccc(-n2nc(C)c3c2NC2=C(C(=O)CC(C)(C)C2)C3c2ccccc2OCC(=O)O)cc1 (configuration not stated)	4	i
COc1ccc(CCNC(=O)c2cc(=O)n(C)c(=O)n2C)cc1OC	1	i
CC(=O)NCCc1ccc(S(=O)(=O)N2CCOCC2)cc1	-11	i
O=C(CCN1CCOCC1)c1ccc(Cl)cc1	-3	i
CCOC(=O)Cc1csc(Nc2c(C)n(C)n(-c3ccccc3)c2=O)n1	-6	i
COc1cc2c(cc1OC)C(C1C(=O)CCCC1=O)N(C(=O)CCl)CC2 (configuration not stated)	-3	i

Bioassay records deposited in PubChem BioAssay by several laboratories.
